M5 PAM: CHRM5 positive allosteric modulation; P08912; CHO-K1 hM5, Fluo-8 calcium, ACh EC20 PAM; 0% = ACh EC20, 100% = ACh EC100; activation, % at 3 µM; hit rate 0.3% among 360,000; AID 624038;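 active = activation above the run cutoff, the mean activation of all test compounds plus 3 SD, cut at about 18% in these data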
Target sequence (P08912 whole entry, looked up): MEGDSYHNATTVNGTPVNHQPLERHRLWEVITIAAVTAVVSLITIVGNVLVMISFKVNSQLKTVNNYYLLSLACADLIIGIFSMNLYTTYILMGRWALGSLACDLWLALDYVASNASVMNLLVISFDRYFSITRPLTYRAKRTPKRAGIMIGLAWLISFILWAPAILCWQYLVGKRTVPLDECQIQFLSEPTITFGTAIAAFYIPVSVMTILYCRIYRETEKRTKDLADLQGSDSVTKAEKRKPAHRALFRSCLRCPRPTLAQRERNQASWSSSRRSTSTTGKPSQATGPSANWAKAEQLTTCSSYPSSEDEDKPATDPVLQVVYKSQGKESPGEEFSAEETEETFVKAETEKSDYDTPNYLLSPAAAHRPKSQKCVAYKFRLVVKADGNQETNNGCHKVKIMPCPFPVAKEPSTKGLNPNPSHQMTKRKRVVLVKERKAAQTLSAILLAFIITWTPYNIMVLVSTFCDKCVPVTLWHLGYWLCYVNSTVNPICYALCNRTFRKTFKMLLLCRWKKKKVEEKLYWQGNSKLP
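System: CHO-K1 hM5 cells. Reagent: acetylcholine, EC20 level. Compound dosing: single dose, 3 µM nominal final test concentration. Timing: Post-acetylcholine fluorescence recording 140 s. Detection: Fluo-8 calcium fluorescence. Read-out: % activation, ACh-normalized. Benchmarks: ACh EC20 and EC100 wells. Repeats: singlicate, one well per test compound.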
CHO-K1 Ca PAM: M1 PAM counterscreen hit in parental CHO-K1 cells | ATP EC20, Fluo-8 calcium fluorescence; 0% at ATP EC20, 100% at ATP max | activation, % at 3 µM | hit rate 0.02% among 360,000;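 active = activation above the run cutoff, the mean activation of all test compounds plus 3 SD, cut at about 40% in these data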;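 note: peak over basal fluorescence ratio in a 140 s read after ATP addition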
M5 antag: CHRM5 antagonism in calcium assay | P08912 | CHO-hM5 cells, Fluo-8 calcium fluorescence, ACh EC80 | inhibition, % at 3 µM | hit rate 0.59% among 360,000;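 active = inhibition above a per-plate cutoff, the mean of that plate's test compounds plus 3 SD, cut at about 27% in these data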;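 note: 0% = acetylcholine EC80 with DMSO and 100% = DMSO without agonist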
CHRM4 antagonist: antagonists of human muscarinic M4 receptor (CHRM4); P08173; CHO-hM4 cells, ACh EC80, Fluo-8 calcium fluorescence; inhibition, % at 3 µM; hit rate 0.73% among 360,000; AID 624125;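 active = inhibition above its plate's cutoff, the mean inhibition of sample wells plus 3 SD, cut at about 27% in these data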;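 note: 0% = acetylcholine EC80 with DMSO and 100% = DMSO without agonist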
CHRM4 agonist: agonists of human muscarinic M4 receptor (CHRM4); hit rate 0.14% among 360,000; CHO-K1 hM4/Gqi5, Fluo-8 calcium fluorescence; vehicle 0%, full acetylcholine response 100%; activation, % at 3 µM;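 active = activation above the run mean over all test wells plus 3 SD, cut at about 32% in these data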;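 note: peak over basal fluorescence ratio per well then scaled between controls; 0% = DMSO wells and 100% = acetylcholine at EC100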
M5 ag: agonists of human muscarinic M5 receptor (CHRM5); hit rate 0.19% among 360,000; activation, % at 3 µM; CHO-K1 hM5 cells, Fluo-8 calcium fluorescence; 0% DMSO wells, 100% maximal acetylcholine response; P08912;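 active = activation above the run's mean over test compounds plus 3 SD, cut at about 23% in these data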;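 note: signal is peak over basal fluorescence ratio across the kinetic read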
M1 ag parental: M1 agonist counterscreen hit in parental CHO-K1 cells; activation, % at 3 µM; Fluo-8 calcium fluorescence; scaled to maximal ATP response, vehicle zero; hit rate 0.48% among 360,000; in the data active = activation above about 15%;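 note: untransfected CHO-K1 host cells lacking M1 receptor as counterscreen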
CHO-K1 Ca antag: counter-screen for M1 antagonists: effect in parental CHO-K1 cells. ATP-induced calcium, Fluo-8 fluorescence. inhibition, % at 3 µM. hit rate 0.6% among 360,000. AID 602250;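 active = inhibition above a per-plate cutoff, the plate's mean sample inhibition plus 3 SD, cut at about 24% in these data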;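 note: 0% = DMSO plus EC80 ATP and 100% = DMSO alone without ATP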
CHRM4 PAM: positive allosteric modulators of human muscarinic M4 receptor; P08173; CHO-K1 hM4/Gqi5, Fluo-8 calcium fluorescence, ACh EC20; 0% = ACh EC20, 100% = maximal ACh; activation, % at 3 µM; hit rate 0.4% among 360,000; AID 624126;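 active = activation above its plate's cutoff, the mean activation of sample wells plus 3 SD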; note: some results filed as inactive read as strong as hits
Starred values were filed as active, the others as inactive.

SMILES	M5 PAM	CHO-K1 Ca PAM	M5 antag	CHRM4 antagonist	CHRM4 agonist	M5 ag	M1 ag parental	CHO-K1 Ca antag	CHRM4 PAM
CCOc1ccc(NC(=O)CN2CCN(CC(=O)Nc3ccc(C(=O)OC)cc3)CC2)cc1	7	18	-8	6	2	-1	0.1	-14	19
Cc1ccc(N2C(=O)C3CC3C2=O)cc1 (centres undefined)	-3	17	4	8	0	-3	0.3	-7	0
CCc1ccccc1NS(=O)(=O)c1cccc2nsnc12	-4	10	14	-4	1	-3	1.0	-17	6
COCC(=O)Nc1nnc(CCc2ccccc2)s1	4	19	-7	1	1	3	0.3	-9	15
Cc1ccc(N(CC(=O)NC(C)C)C(=O)CCC(=O)Nc2nccs2)cc1C	-3	-5	7	2	1	-3	0.1	5	3
CCc1nc(N)c(C#N)c(-c2ccc(F)cc2)c1C	4	0	0	8	0	0	-0.2	-2	0
O=C(c1ccccc1)c1nc2ccccc2[nH]c1=O	-3	7	14	0	1	-4	0.4	-20	-7
CC(C)Sc1nc2ccccc2n1CC(=O)NCc1ccc2c(c1)OCO2	-13	12	8	0	16	3	4.8	-19	-4
Cc1nc(-c2cccc(NC(=O)c3ccc(-n4cccn4)cc3)c2)cs1	-26	-10	7	6	25	4	7.4	-12	-8
Brc1ccc(-c2noc(-c3ccccc3)n2)o1	-1	10	3	-12	0	-1	-0.6	-1	-8
CSc1ccccc1NC(=O)COC(=O)Cn1cc(C(F)(F)F)ccc1=O	-1	7	-1	3	0	1	0.8	-15	0
CC(C)(C)c1ccc(C2CC2C(=O)N/N=C\c2ccc[nH]2)cc1 (centres undefined)	-15	4	4	1	5	5	4.0	13	-3
O=C(NCc1ccccc1Br)c1cccs1	-1	-3	-2	-11	1	-1	0.1	-3	2
O=S(=O)(/C=C/c1ccccc1)n1cnc2ccccc21	-5	15	-3	14	0	1	0.5	-12	0
O=C(NCCCN1CCCC1=O)c1cc2nc(-c3ccco3)cc(C(F)(F)F)n2n1	-5	15	11	8	2	-2	0.2	-10	-3
CC(OC(=O)Cn1cnc2c1c(=O)n(C)c(=O)n2C)C(=O)NC(C)c1ccc(Cl)cc1Cl (centres undefined)	6	22	1	-2	5	-2	1.6	-2	0
O=C(Cc1c(F)cccc1Cl)N/N=C/c1cccnc1	-4	-3	1	-18	1	-6	0.9	-3	7
COc1ccc(/C=N/Nc2cc(C)nc(NS(=O)(=O)c3ccc(C)cc3)n2)cc1	5	31	-7	-7	-2	-7	0.1	-17	-8
Cc1cc(C)c(C#N)c(SCC(=O)Nc2ccccc2)n1	-6	13	14	12	1	-4	0.7	9	-3
COc1ccccc1NC(=O)CC1COc2ccccc2O1 (centres undefined)	-5	15	-6	12	1	-1	0.0	1	7
COc1ccccc1NC(=O)CCC(=O)OC(C)C(=O)c1ccccc1 (centres undefined)	-4	17	16	1	0	-1	1.3	-19	-1
O=C(CSc1ccccc1)Nc1cc(Cl)ccc1Oc1ccccc1	-1	7	-6	5	-1	-4	0.7	0	-9
O=C(COc1ccccc1/C=C\c1[nH]c(=O)[nH]c(=O)c1[N+](=O)[O-])Nc1ccccc1	-1	16	-5	-2	0	-2	0.0	1	8
O=C(Cc1coc2cc3c(cc12)CCC3)OCc1cc(=O)n2c(n1)sc1ccccc12	-3	8	2	5	0	1	0.8	-9	-9
CCCc1cc(=O)[nH]c(SCC(=O)N2CCc3cc(OC)c(OC)cc3C2)n1	0	-15	6	-11	0	-2	-0.3	-9	8
Further compounds.
SMILES	M5 PAM	CHO-K1 Ca PAM	M5 antag	CHRM4 antagonist	CHRM4 agonist	M5 ag	M1 ag parental	CHO-K1 Ca antag	CHRM4 PAM
COc1ccc(C(C(=O)NCCC(C)C)N(CCN2CCOCC2)C(=O)Cn2nnc3ccccc32)c(OC)c1 (centres undefined)	0	27	-6	3	1	-3	1.3	-6	-1
COC(=O)C1=C(C)OC(N)=C(C#N)C1c1cccnc1 (centres undefined)	2	2	-4	-1	1	-3	-0.3	-2	-5
Cc1cccc(OCc2nnc(SCC(=O)N3CCCC3)o2)c1	0	-16	16	-6	2	-4	0.2	6	5
Cc1cc(C)c(NC(=O)Cn2c(=O)n(Cc3ccco3)c(=O)c3ccccc32)c(C)c1	-5	19	-5	-6	2	-2	0.2	-21	2
N/C(CSc1ncccc1C(F)(F)F)=N\O	-8	12	7	-6	11	4	3.6	-4	-35
NC(=O)c1cc2ccccc2o/c1=N\NC(=O)c1ccco1	1	-7	-2	5	5	1	1.1	1	5
COc1ccccc1NC(=O)NCCc1ccccc1	3	-15	-11	-2	2	-3	0.5	3	5
Cc1ccc(NS(=O)(=O)c2ccc3c(c2)n(C)c(=O)n3C)cc1	-7	-12	18	-4	5	2	5.7	-11	-21
C=CCNC(=S)N1CCC(C(=O)c2ccc(F)cc2)CC1	-1	8	7	5	2	4	1.3	-5	-5
CSc1ncc(C(=O)Nc2cc(C)ccc2C)c(C)n1	3	2	0	0	2	-2	0.8	5	6
CCCNc1cc(C)oc(=O)c1C(=O)CC	1	9	-6	8	1	-2	-0.5	8	2
Cn1cnnc1Sc1ccc(C(F)(F)F)cc1[N+](=O)[O-]	0	3	5	1	1	1	0.3	-4	4
OC[C@@H]1CN(Cc2ccc(Cl)cc2)C[C@H](n2cnc3c(NC4CC4)ncnc32)O1	-3	10	-4	-4	2	1	0.4	4	3
Cc1cccc(N=C2NC(=O)/C(=C/c3cccnc3)S2)c1	2	3	-6	-6	3	-13	1.8	-4	2
NC(=S)N/N=C1\c2ccccc2-c2c(C(=O)O)cccc21	2	8	15	-5	1	-2	0.8	-11	0
O=CNCC(=O)NCCc1ccc(Cl)cc1	-2	11	10	5	1	1	-0.1	-2	3
O=C(O)c1ccc(S(=O)(=O)c2ccccc2C(=O)O)c([N+](=O)[O-])c1	-3	-1	7	-3	1	1	0.1	-5	-1
Cc1ccc(S(=O)(=O)CCC(=O)Nc2nc(C(C)(C)C)cs2)cc1	-4	6	-5	11	9	0	6.2	-3	-8
CCC(C)n1nccc1NC(=O)C(C)OC(=O)c1cc2ccccc2[nH]1 (centres undefined)	-14	-10	2	1	7	-2	4.1	-7	-3
CCN(CC)C(=O)COc1ccc2c3c(c(=O)oc2c1C)CCCC3	-3	10	12	4	1	2	2.6	-7	-9
COc1cc(C(=O)NCC(=O)OC(C)C(=O)Nc2ncc(Cl)cc2Cl)cc(OC)c1OC (centres undefined)	5	13	0	-3	2	5	-0.2	-10	7
CCOc1ccc(S(=O)(=O)N(CC(N)=O)c2ccc(C)cc2)cc1	-1	9	-1	0	1	0	0.7	-9	1
COc1ccc(CN2CC(C(=O)NCCCN3CCCCCC3)CC2=O)cc1 (centres undefined)	-7	12	1	-7	0	-4	0.4	-7	-12
Cc1nc(N2CCN(c3ccccn3)CC2)c2c(C)c(C(=O)N3CCN(c4ccc(F)cc4)CC3)sc2n1	-12	-28	20	8	10	-5	0.8	15	-12
CC1CN(C(=O)COC(=O)c2cc(=O)[nH]c3ccccc23)CC(C)O1 (centres undefined)	-1	3	-3	1	1	1	-0.1	10	-3
(continued)
SMILES	M5 PAM	CHO-K1 Ca PAM	M5 antag	CHRM4 antagonist	CHRM4 agonist	M5 ag	M1 ag parental	CHO-K1 Ca antag	CHRM4 PAM
O=C(NNC(=S)Nc1ccccc1Cl)c1ccccc1	3	3	-2	0	3	-1	3.8	-1	0
CNS(=O)(=O)c1ccc(NC(=O)C(CCSC)NC(N)=O)cc1 (centres undefined)	4	2	-1	8	-1	1	0.1	2	5
O=S(=O)(c1cccc2cnccc12)N1CCNCC1	5	18	-10	19	0	0	0.4	-6	-3
O=C(c1cccc(S(=O)(=O)NCc2ccc3c(c2)OCO3)c1)N1CCCC1	0	5	9	0	2	-1	1.5	-8	11
O=C(CSc1nnc(-c2cccnc2)n1Cc1ccco1)c1ccccc1	2	22	-5	0	2	-4	0.9	-9	8
Cc1cccc(NC(=O)Cn2c(=O)oc3ccccc32)c1C	0	-6	5	10	1	-3	0.1	5	-7
CCCCC1=CC2=CC(=O)C(C)(OC(=O)CC)C(=O)C2=CN1CCc1ccccn1 (centres undefined)	-4	10	5	-2	3	1	0.7	-17	13
CCNC(=O)NC(=O)C(C)OC(=O)c1ccc(-n2nc(SC)sc2=S)cc1 (centres undefined)	4	29	-4	-5	1	-2	0.3	-13	-3

Of the compounds above, these have fluorine:
SMILES	M5 PAM	CHO-K1 Ca PAM	M5 antag	CHRM4 antagonist	CHRM4 agonist	M5 ag	M1 ag parental	CHO-K1 Ca antag	CHRM4 PAM
CCc1nc(N)c(C#N)c(-c2ccc(F)cc2)c1C	4	0	0	8	0	0	-0.2	-2	0
CSc1ccccc1NC(=O)COC(=O)Cn1cc(C(F)(F)F)ccc1=O	-1	7	-1	3	0	1	0.8	-15	0
O=C(NCCCN1CCCC1=O)c1cc2nc(-c3ccco3)cc(C(F)(F)F)n2n1	-5	15	11	8	2	-2	0.2	-10	-3
O=C(Cc1c(F)cccc1Cl)N/N=C/c1cccnc1	-4	-3	1	-18	1	-6	0.9	-3	7
N/C(CSc1ncccc1C(F)(F)F)=N\O	-8	12	7	-6	11	4	3.6	-4	-35
C=CCNC(=S)N1CCC(C(=O)c2ccc(F)cc2)CC1	-1	8	7	5	2	4	1.3	-5	-5
Cn1cnnc1Sc1ccc(C(F)(F)F)cc1[N+](=O)[O-]	0	3	5	1	1	1	0.3	-4	4
Cc1nc(N2CCN(c3ccccn3)CC2)c2c(C)c(C(=O)N3CCN(c4ccc(F)cc4)CC3)sc2n1	-12	-28	20	8	10	-5	0.8	15	-12

Bioassay records as filed in PubChem.

Compounds were not picked by outcome; overall some 2.7% were active at least once.
